USP2a inhib = USP2a (human) protease inhibition; O75604; USP2a enzymatic assay, qHTS inhibition; Potency, µM (top dose mostly 38.3 µM), inactives show top-dose activity change, negative = inhibition, hits mostly inhibitors; 0.1% of 60,000 active;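 further: potency means the concentration at half of the fitted maximal effect; nearly all actives have a fitted effect of over 60% in size; plate controls were DMSO for no effect and NEM full inhibition control for full effect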
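20 nM USP2 core + cpd, 30 min RT; add 20 nM Ub-PLA2/20 uM NBD C6-HPC; read Ex460/Em535 at 0 h and 2.5 h. Normalized to NEM; qHTS curve fit/classification.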
BRCT PPI green = BRCA1 BRCT-phosphoprotein interaction inhibition; P38398; BRCA1 BRCT-phosphopeptide binding, green fluorescence polarization; Potency, µM (top dose mostly 76.9 µM), for inactives: at the highest dose activity change, negative = inhibition, most hits filed as inhibitors; 0.05% of 75,000 active; AID 875;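 further: potency means the concentration at half of the fitted maximal effect; plate controls were peptide without protein for full effect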
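Fluorescence polarization: His-tagged BRCT (~35 kDa BRCA1 C-terminus, 250 nM) bound to 100 nM fluorescein-labeled phosphorylated 10-aa BACH1 peptide, pH 7.3 phosphate buffer with DTT and Tween 20. Compounds incubated 12 min at room temperature; inhibition read as lowered polarization.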
BRCT inh red = disrupts BRCA1 BRCT binding to phosphoprotein, red fluorophore readout | Potency, µM (series often up to 76.9 µM), for inactives: at the highest dose activity change, negative = inhibition, hits mostly inhibitors | AID 892 | BRCT-phosphopeptide binding, red fluorescence polarization | 0.03% of 75,000 active; further: on the % scale 0 is the no-effect control and ±100 the full control effect
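Fluorescence polarization: 100 nM His-tagged BRCA1 BRCT with 100 nM TAMRA-labelled phospho-BACH1 decapeptide, phosphate buffer pH 7.3 with 150 mM NaCl, DTT, 0.01% Tween 20; 12 min RT. Binding inhibition seen as FP decrease.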
Epigenetic mod = derepresses silenced GFP locus in mouse C127i cells; mouse C127i GFP locus derepression, cytometry, 30 h; Potency, µM (titrated, usually from 46.1 µM), inactives show at the top dose GFP derepression (activation); 0.09% of 68,000 active; AID 597; further: % of control where 0% means no effect
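Read-out is the number of GFP-positive cells, scored as fluorescent objects 20 to 120 um wide, reflecting derepression of a silenced CMV-GFP reporter in murine C127i cells after 30 h compound exposure at 37 C.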
ALOX15 inhib = blocks human 15-lipoxygenase activity; P16050; Potency, µM (series often up to 57.1 µM), inactives show top-dose activity change, negative = inhibition, hits mostly inhibitors; purified 15hLO-1, xylenol orange hydroperoxide absorbance; 1.4% of 74,000 active; further: potency means the concentration at half of the fitted maximal effect; on the % scale 0 is the no-effect control and ±100 the full control effect; nearly all actives have a fitted effect of over 55% in size
Target sequence (P16050 whole entry, looked up): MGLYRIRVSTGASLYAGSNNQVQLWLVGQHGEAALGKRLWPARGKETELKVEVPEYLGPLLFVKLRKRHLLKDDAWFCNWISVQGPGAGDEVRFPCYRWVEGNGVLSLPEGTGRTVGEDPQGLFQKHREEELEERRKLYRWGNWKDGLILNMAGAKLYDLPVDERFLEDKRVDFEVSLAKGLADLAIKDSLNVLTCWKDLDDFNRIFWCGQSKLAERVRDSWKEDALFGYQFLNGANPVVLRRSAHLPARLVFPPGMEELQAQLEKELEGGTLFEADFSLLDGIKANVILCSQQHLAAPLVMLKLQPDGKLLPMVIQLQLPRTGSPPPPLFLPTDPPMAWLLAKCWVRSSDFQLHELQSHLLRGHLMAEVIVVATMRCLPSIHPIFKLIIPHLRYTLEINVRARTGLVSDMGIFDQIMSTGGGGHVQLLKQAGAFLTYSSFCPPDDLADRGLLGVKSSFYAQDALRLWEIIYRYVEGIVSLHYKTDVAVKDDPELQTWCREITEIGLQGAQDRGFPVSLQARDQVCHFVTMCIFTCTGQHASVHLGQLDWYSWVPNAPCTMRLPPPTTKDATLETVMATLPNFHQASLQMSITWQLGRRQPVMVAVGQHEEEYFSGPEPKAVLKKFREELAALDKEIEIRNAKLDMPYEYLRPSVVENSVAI
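Inhibition is scored from a chromogenic endpoint. After 15 min enzyme-compound contact, arachidonic acid (50 uM final) reacts 6 min with 40 nM 15hLO-1 at room temperature, then Fe-XO reagent is added for 30 min and absorbance ratio recorded.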
HADH2 inhib = blocks human hydroxyacyl-CoA dehydrogenase type II; Q99714; recombinant HADH2, NADH fluorescence, beta-hydroxybutyryl-CoA; Potency, µM (series often up to 57.1 µM), without a hit: top-dose activity change, negative = inhibition, hits mostly inhibitors; 3.4% of 73,000 active; AID 886; further: potency means the concentration at half of the fitted maximal effect; on the % scale 0 is the no-effect control and ±100 the full control effect; nearly all actives have a fitted effect of over 60% in size; many of its hits are not listed in these tables
Target sequence (Q99714 whole entry, looked up, one chain of several): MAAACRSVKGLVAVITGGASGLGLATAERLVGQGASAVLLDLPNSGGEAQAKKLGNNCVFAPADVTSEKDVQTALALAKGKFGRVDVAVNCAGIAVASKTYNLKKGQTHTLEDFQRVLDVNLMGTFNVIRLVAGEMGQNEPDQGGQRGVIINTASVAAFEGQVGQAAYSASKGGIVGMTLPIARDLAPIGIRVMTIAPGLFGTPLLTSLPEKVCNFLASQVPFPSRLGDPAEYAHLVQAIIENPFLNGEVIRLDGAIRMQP
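Activity measured as NADH fluorescence gain (360/450 nm), taken as the change between first and last reads of a 4-min kinetic run. Conditions: pH 9.0 Tris buffer, 20 nM E. coli-expressed His-tagged enzyme, 1 mM NAD+, 90 uM beta-hydroxybutyryl-CoA; 15-min compound preincubation.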
Pol III holo inh = blocks replication by bacterial DNA polymerase III holoenzyme; Potency, µM (doses to about 57.1 µM), inactives show top-dose activity change, negative = inhibition; 0.25% of 71,000 active; reconstituted DNA polymerase III holoenzyme replication, biochemical; further: potency means the concentration at half of the fitted maximal effect; on the % scale 0 is the no-effect control and ±100 the full control effect
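Reconstituted *E. coli* holoenzyme (0.35 nM Pol III, 1 nM beta, 154 nM SSB, 2 nM primase) was preincubated with compound for 15 min at RT. Synthesis on 1.4 nM ssM13Gori ran 35 min, then was stopped with PicoGreen/EDTA and read as dsDNA fluorescence.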
CRE-bla Fsk = alters forskolin-stimulated CRE reporter signaling in CHO cells; CHO CRE-bla reporter (cAMP response element driving beta-lactamase), forskolin EC10, beta-lactamase ratio; Potency, µM (doses to about 38.2 µM), for the others: at the highest dose activity change, negative = inhibition, most hits filed as activators; 2.5% of 71,000 active; AID 662; active means well fitted activation curve with a large enough effect in the signal ratio, with a control signal flat, not every such curve was filed as active; inconclusive means small, poorly fitted or top-dose-only effect, or effect the other way, or a change in a side signal; the % refers to the signal ratio; further: potency means the concentration at half of the fitted maximal effect; % of control where 0% means no effect
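Using CellSensor CRE-bla CHO cells in Opti-MEM with 0.5% dialyzed FBS, compounds were titrated with EC10 NKH 477 for 3 h at 37 °C. CCF4 ratio (460/530 nm) gave %Activity; AC50 derived.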
UbGFP stabilizer = proteasome inhibitors stabilizing ubiquitin-GFP reporter; Ubiquitin-GFP reporter cells, proteasome inhibition, GFP fluorescence; response scale: untreated = 0%, 10 µM MG-132 = 100%; Potency, µM (doses to about 45.9 µM), inactives show at the top dose activation (GFP accumulation), most hits filed as activators; 67,000 tested, under 10 active; active means well fitted activation curve with a large enough effect, not every such curve was filed as active; inconclusive means small, poorly fitted or top-dose-only effect, or another doubt; inactive means no such curve, though single readings can be large or run the other way; further: potency means the concentration at half of the fitted maximal effect
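GFP accumulation read-out: laser plate cytometry counting ubiquitin(G76V)-GFP-expressing U2OS cells after 4 hr compound exposure at 37 °C. Titrations spanned 46 uM to 2.9 nM; 0% = basal, 100% = 10 uM MG-132; concentration-response curves fitted.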
HBB splicing = modulators of hemoglobin beta chain splicing | HBB splicing reporter cell assay, activation; EGFP reporter with mutant IVS2-654 intron; response scale: normalised to 500 nM splice-correcting PNA | Potency, µM (titrated, usually from 46.1 µM), for the others: at the highest dose activation, actives largely listed as activators | 0.06% of 65,000 active | AID 925; further: potency means the concentration at half of the fitted maximal effect; 0% is about no effect
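Compounds were applied for 2 days to HeLa EGFP-654 cells, 500/well in Optimem with 2% FCS. The reporter's EGFP is disrupted by mis-splicing of beta-globin intron IVS2-654. Readout: summed well GFP fluorescence from 488 nm laser scanning; reference was 500 nM antisense […] 654 PNA.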
Hsp90 Hop PPI = changes Hsp90-Hop TPR2A binding signal, up or down; Potency, µM (top dose mostly 57 µM), without a hit: at the top dose activity change, negative = inhibition; AlphaScreen TPR2A-His6 binding biotin-Hsp90 C-terminal peptide; 0.44% of 71,000 active; active means well fitted curve in either direction with a large enough effect; inconclusive means small, poorly fitted or top-dose-only effect, or another doubt; further: potency means the concentration at half of the fitted maximal effect; on the % scale 0 is the no-effect control and ±100 the full control effect; many of its hits are not listed in these tables
The depositor's hits bear a star; ? = inconclusive; · = no result given; [ ] = dose if it differs, or a comment. Unless noted, the call rests on the fitted dose curve; in most records, active means well fitted curve in the direction sought with a large enough effect; inconclusive means small, poorly fitted or top-dose-only effect, or another doubt; inactive means no such curve, though single readings can be large; an effect the other way counts as inactive or inconclusive.

SMILES | USP2a inhib | BRCT PPI green | BRCT inh red | Epigenetic mod | ALOX15 inhib | HADH2 inhib | Pol III holo inh | CRE-bla Fsk | UbGFP stabilizer | HBB splicing | Hsp90 Hop PPI
CCc1ccc(N(CC(=O)NC)S(C)(=O)=O)cc1 | 0% | -1.6% | -0.3% | -6% | -1% | 1% | 2% | 5% | -3% | -0.4% | 0%
CC(C)Oc1ccc(C2CC(=O)N(c3cccc(C(=O)O)c3)C2=O)cc1 (configuration not stated) | -1% | -0.6% | 0.8% | 0% | 5% | -5% | -1% | -5% | -9% | -4.4% | 1%
CCOCCn1c(N2CCN(c3ccccc3)CC2)nc2c1c(=O)n(C)c(=O)n2C | -1% | -2.5% | -3.2% | -1% | -18% | 4% | -6% | 14% | -5% | · | -5%
O=[N+]([O-])c1ccc(NCCO)c(OCCO)c1 | · | 0.5% | 0.1% | · | -23% | -13% | -10% | 1% | · | 0.6% | -2%
COc1cccc(C(c2sc3ncnn3c2O)N2CCc3ccccc3C2)c1 (configuration not stated) | · | 7.9% | -0.7% | · | 2% | -26% | 3% | ? | 12% | 0.5% | 1%
COc1ccc(OC)c(NC(=O)CSc2nnc(C)n2Cc2ccccc2)c1 | 7% | -6.4% | -1.6% | -2% | 2% | 1% | 3% | 1% | 7% | -2.1% | -4%
COC(=O)Nc1ccc(NC(C)=O)cc1 | 2%[7.66 µM] | 0.3% | 1.0% | 0% | 3%[11.4 µM] | 10%[11.4 µM] | -8%[11.4 µM] | 11%[7.6 µM] | 17%[9.17 µM] | -1.3%[0.0738 µM] | -8%[11 µM]
COc1ccc(Cn2nnc3c(=O)[nH]c(C(=O)NCCc4ccc(F)cc4)nc32)cc1OC | · | -1.1% | 0.6% | 2% | 14% | 1% | 4% | ? | -3% | -0.2% | -5%
CC1CCc2sc3ncn4nc(C(=O)NCc5ccco5)nc4c3c2C1 (configuration not stated) | ? | 0.2% | -0.1% | 2% | 2% | ? | 1% | 9% | -2% | -0.4%[57.5 µM] | -1%
COc1ccc(Br)cc1-c1noc(-c2ccccc2F)n1 | 3% | -0.5% | -0.2% | -3% | 6% | 8% | 0% | -3% | -2% | 0.8% | -4%
CCOC(=O)c1cccc(NC(=O)C2CCCN(S(=O)(=O)c3c(C)n[nH]c3C)C2)c1 (configuration not stated) | 18% | -0.3% | 0.6% | 0% | -2% | 0% | -5% | 6% | -8% | 0.9% | -2%
COc1ccc(CC/C(=N\O)C2(O)CCCCC2)cc1 | 10%[7.66 µM] | -1.0% | -1.8% | -2% | 0%[11.4 µM] | -2%[11.4 µM] | 0%[11.4 µM] | ? | -14%[9.17 µM] | -1.1%[0.0738 µM] | -3%[11 µM]

Filtered by structure: those above with fluorine
SMILES | USP2a inhib | BRCT PPI green | BRCT inh red | Epigenetic mod | ALOX15 inhib | HADH2 inhib | Pol III holo inh | CRE-bla Fsk | UbGFP stabilizer | HBB splicing | Hsp90 Hop PPI
COc1ccc(Cn2nnc3c(=O)[nH]c(C(=O)NCCc4ccc(F)cc4)nc32)cc1OC | · | -1.1% | 0.6% | 2% | 14% | 1% | 4% | ? | -3% | -0.2% | -5%
COc1ccc(Br)cc1-c1noc(-c2ccccc2F)n1 | 3% | -0.5% | -0.2% | -3% | 6% | 8% | 0% | -3% | -2% | 0.8% | -4%

Later entries:
SMILES | USP2a inhib | BRCT PPI green | BRCT inh red | Epigenetic mod | ALOX15 inhib | HADH2 inhib | Pol III holo inh | CRE-bla Fsk | UbGFP stabilizer | HBB splicing | Hsp90 Hop PPI
COc1ccccc1CNC(=O)CN(c1ccc(C)cc1)S(=O)(=O)c1c(C)nn(C)c1C | 25% | 0.7% | 0.7% | 1% | -7% | 0% | -10% | ? | 3% | -1.2% | 3%
CCOC(=O)C(NC(=O)c1ccccc1OCC)(Nc1ncccn1)C(F)(F)F (configuration not stated) | 10% | -1.2% | 0.8% | 0% | -4% | 1% | -7% | 9% | -1% | 5.0% | 2%
O=S(=O)(c1ccccc1)N1CCN(Cc2ccccc2C(F)(F)F)CC1 | -10% | 1.0% | -0.5% | -3% | -13% | -1% | -19% | ? | -1% | 2.9% | -6%
CCCCS(=O)(=O)NC1=NCN(CC)CN1 | -1% | -4.2% | 1.1% | 0% | 4% | 1% | -2% | ? | -2% | 1.3% | -6%
Cc1cc2c(nc1C)CCCCN2C[C@H](C)O/N=C1/[C@H]2O[C@@H]2[C@@H](O)[C@H]2[C@H]1CCn1c(=O)n(-c3ccccc3)c(=O)n12 | · | -0.8%[15.4 µM] | 0.7%[15.4 µM] | · | 3%[11.4 µM] | -20%[11.4 µM] | · | · | · | 1.0%[9.22 µM] | ·
CCOC(=O)N1CCN(Cc2cc(=O)oc3cc4c(cc23)CCC4)CC1 | 10% | 1.1% | -0.3% | 0% | -26% | -14% | -7% | 11% | -6% | 3.6%[0.369 µM] | -2%
COC(=O)c1sc(S(=O)(=O)N2CCC(C)CC2)c(C(=O)OC)c1C | -5% | -1.3% | -0.7% | 4% | -7% | 8% | -2% | 16% | -4% | 0.0% | 18%
CCOC(=O)N1CCN(c2c(NCCc3ccc(OCC)c(OCC)c3)c(=O)c2=O)CC1 | 6% | -2.5% | 0.6% | 0% | 2% | 7% | 0% | 6% | 2% | -1.5% | 0%
Cc1cccc2cc(C(c3nnnn3C3CCCC3)N3CCOCC3)c(=O)[nH]c12 (configuration not stated) | ? | -5.1% | -1.1% | 0% | -28% | -16% | -3% | 7% | -6% | · | 1%
COc1ccc(NC(=O)c2c(C)oc3c2CCCC3)cc1 | 3% | -1.3% | 0.0% | 3% | -6% | -1% | 0% | 4% | -1% | · | -2%
CN(C)CCCCN1CCc2c(n(C)c3ccccc23)C1=O | · | -0.5%[15.4 µM] | 0.2%[15.4 µM] | 6%[9.22 µM] | -4%[11.4 µM] | -1%[11.4 µM] | -18%[11.4 µM] | -3%[7.6 µM] | 0%[9.17 µM] | 2.5%[9.22 µM] | -1%[11 µM]
COC(=O)c1ccccc1NC(=O)C1CC(=O)N(C2CCCCC2)C1 (configuration not stated) | 9% | 0.3% | -0.8% | 3% | 6% | 9% | -1% | 9% | 3% | -1.3% | 0%
C=CCn1c2ccccc2c2nnc(SCc3ccc4nonc4c3)nc21 | 17% | -0.2% | -0.9% | 0% | -6% | 9% | -7% | 1.6µM* | 13% | -0.6% | -1%
CC(=O)C1=C(O)C(=O)N(c2cc(C(C)(C)C)on2)C1c1ccc(Br)cc1 (configuration not stated) | 28% | -1.2% | 1.2% | 2% | 66%[activator] | -4% | -8% | -5% | 8% | · | -10%
O=S(=O)(Nc1nc2ccccc2[nH]1)c1ccccc1 | 1% | -7.6% | -0.4% | 3% | 4% | ? | -1% | 5% | -3% | · | 2%
Cc1ccc(N=Nc2c(O)c3ccccc3[nH]c2=O)c(S(=O)(=O)N(C)C)c1 | · | 1.0%[15.4 µM] | -1.4%[15.4 µM] | 0%[9.22 µM] | 9%[11.4 µM] | 8%[11.4 µM] | -10%[11.4 µM] | 5%[7.6 µM] | -3%[9.17 µM] | 0.1%[9.22 µM] | -2%[11 µM]
CC(=O)OC[C@H]1O[C@@H](CCO/N=C2/[C@H]3O[C@@H]3[C@@H](O)[C@H]3[C@H]2CCn2c(=O)n(-c4ccccc4)c(=O)n23)C=C[C@@H]1OC(C)=O | · | 0.1%[15.4 µM] | -1.2%[15.4 µM] | · | 5%[11.4 µM] | ? | · | · | · | 0.8%[9.22 µM] | ·
CC(=O)NCCNc1ncnc2ccc(-c3ccccc3C#N)cc12 | 22% | 2.4% | -0.7% | 0%[9.22 µM] | ? | ? | -12% | ? | 9% | -1.1% | 7%
Cc1cccc(C)c1NC(=O)CCCSc1nnc(-c2ccco2)o1 | 8% | 1.1% | -1.3% | -2% | -19% | 13% | 1% | -10% | -2% | -2.2%[57.5 µM] | -1%

Source: PubChem BioAssay

Not all compounds are listed; count on the stated rates, not on these rows.
